High-throughput results as filed in PubChem.
bCat nuc transl – alters nuclear translocation of beta-catenin in HeLa cells; hit rate 0.3% among 190,000; nuclear translocation activity, % at 5 µM; AID 1665; immunofluorescence imaging;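 active = nuclear translocation activity above 50% at 5 µM, with a well cell count of 50 or more; inconclusive = wells under 50 cells across six images, flagged as toxic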;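 also: per-cell ratio of nuclear to cytoplasmic median beta-catenin stain intensity; plate controls were DMSO negative control for no effect and GSK-3 inhibitor IX positive control for full effect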
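test system = HeLa cells, endogenous beta-catenin | dosing = single 5 µM dose plus 0.02–20 µM confirmation series | times = compound treatment 24 h, 37°C, 5% CO2 | technique = beta-catenin immunofluorescence imaging with DAPI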
MT stabilizer – microtubule stabilizers in HeLa cells. HeLa tubulin immunostaining HCS, 24 h; share of cells brighter than vehicle mean+2SD. % tubulin-high responders, % at 10 µM. hit rate 0.83% among 200,000. AID 2205;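 active = plate Z-score above 3 for both tubulin-high and condensed-nucleus cell shares, with cell loss under 80%, at 10 µM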;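 also: anti alpha tubulin signal scored within the nucleus-defined area of each cell; some results filed as inactive read as strong as hits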
Autophagy mod – autophagy modulation, high-content screen | MEF GFP-LC3 puncta imaging; test concentration mostly 10 µM | calls only at 10 µM (by protocol) | hit rate 0.98% among 190,000 | AID 463193;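 active = percentage of spot-positive cells more than 3 SD above its plate mean, without a fluorescence outlier flag or 80% toxicity; inconclusive = no clear call, values can overlap the other calls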;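 also: spot-positive cell cutoff set from DMSO-treated cells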
Insulin prom up – MIN6 insulin promoter up-regulation; MIN6 insulin promoter-GFP reporter, high-content imaging; hits give high values; z-score at 5 µM; hit rate 0.3% among 190,000; AID 1625;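 active = z-score above 3 at 5 µM with at least 500 cells counted in the well; inconclusive = wells under 500 cells, flagged as cytotoxic or low count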
Lipid droplet – hepatic lipid droplet formation modulation. AID 1656. inhibition, % at 6.5 µM. hit rate 0.4% among 240,000. AML12 mouse hepatocytes, oleate lipid droplets, BODIPY imaging;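 active = lipid droplet intensity inhibited by at least 50%, with more than 500 cells counted; inconclusive = wells with under 300 cells, treated as cytotoxic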
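Material – mouse AML12 hepatocyte cell line, fixed after treatment · Compound dosing – one dose, 6.5 µM compound · Times – compound with oleate, overnight · Measured by – Image-based BODIPY and DAPI two-channel analysis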
ER stress rescue – protection against thapsigargin-triggered cell killing – 384-well, CSM14.1, ATP luminescence, primary screen (AID 1222); CSM14.1 thapsigargin-induced death rescue, ATP luminescence; higher % means a stronger effect; cellular ATP content (survival), % at 20 µM; hits with a dose series show EC50 in µM; 190,000 tested, under 10 active;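 active = EC50 below 50 µM in the dose-response confirmation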;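 also: death triggered by thapsigargin at about 15 µM added after 2 h compound pretreatment; cell ATP read after overnight thapsigargin exposure of roughly 18 to 22 hours; normalized against plate controls of thapsigargin alone and 5% DMSO vehicle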
WT yeast gro inh – growth inhibition of WT yeast, mitochondrial fusion screen | mitochondrial fusion phenotypic screen, WT strain | inhibition, % at 10 µM | hit rate 2.1% among 190,000; in the data active = inhibition above about 58%; tested in S. cerevisiae
Dynein cargo inh – blocks dynein driven cargo transport along microtubules; 3617.4 mouse cells, GR-EGFP nuclear translocation imaging; test concentration mostly 20 µM; stimulated with dexamethasone, 1 µM; hits give low values; z-score, hits read low; hit rate 0.47% among 220,000; AID 1381;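 active = plate z-score of nuclear minus cytoplasmic receptor signal below a set negative limit, without overly bright fluorescence or cell loss, cut at about -3.5 in these data, passing the limit was not always enough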;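 also: z-score of nuclear minus cytoplasmic ring GR-EGFP intensity difference per well; some compounds called inactive have numbers as strong as hits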
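Buffer or medium – tet-free medium with charcoal-stripped serum · Signal – automated 10x imaging of fixed Hoechst-stained cells · Also added – dexamethasone agonist, 1.0 µM final, for 30 min · Incubation – induction 48 h, compound 1 h, agonist 30 min · Read-out – GR-EGFP nuclear translocation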
XIAP antagonists – XIAP antagonists, biochemical, IAP family, fluorescence polarization (AID 1018); hit rate 0.007% among 200,000; XIAP BIR domain, fluorescence polarization peptide displacement; higher % means a stronger effect; one-dose displacement, % at 20 µM; IC50 in µM for titrated hits; in the data active = displacement above about 50%; also: a part of the inactive calls stands beside numbers as strong as those of hits
WT yeast gro inh mutant strain – recorded beside WT yeast gro inh, whose call it bears; inhibition, %; mitochondrial fusion phenotypic screen, mutant strain inhibition
Dynein cargo inh cytoplasmic EGFP – recorded beside Dynein cargo inh, whose call it bears; z-score; measured here: cytoplasmic GR-EGFP intensity; hits give high values
Dynein cargo inh nuclear GR-EGFP – also measured in Dynein cargo inh; calls as there; z-score; measured here: nuclear GR-EGFP intensity;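 lower value marks the stronger effect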
Dynein cargo inh cell count – also measured in Dynein cargo inh; calls as there; z-score; measured here: cell count per field
Insulin prom up cell count – further read-out of Insulin prom up, marked with its call; cell count; measured here: cytotoxicity, nuclei count;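 total cells summed across four imaged fields per well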
Lipid droplet cells 6.5 µM – second read-out of Lipid droplet, no call of its own (marks repeat the call); cell count; measured here: cell count, cytotoxicity flag;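 cells counted across two imaged fields per well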
bCat nuc transl cell count 5 µM – further read-out of bCat nuc transl, marked with its call; cell count; measured here: cell count, cytotoxicity flag
MT stabilizer Hoechst-high % – further read-out of MT stabilizer, marked with its call; % Hoechst-high responders; measured here: nuclear condensation Hoechst responders;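 share of cells brighter than vehicle mean plus two SD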
MT stabilizer cytotoxicity % – recorded beside MT stabilizer, whose call it bears; toxicity, %; measured here: cytotoxicity by cell density;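 0% = mean cell density of plate MIN control wells and 100% = no cells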
Autophagy mod cell loss 18 h – second read-out of Autophagy mod, no call of its own (marks repeat the call); toxicity, %; measured here: cell loss, nuclei count;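 cell loss after 18 h compound exposure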
The depositor's hits bear a star; i = inactive; ? = inconclusive; . = no result given.

Preview (nine entries):
SMILES	bCat nuc transl	bCat nuc transl cell count 5 µM	MT stabilizer	MT stabilizer Hoechst-high %	MT stabilizer cytotoxicity %	Autophagy mod	Autophagy mod cell loss 18 h	Insulin prom up	Insulin prom up cell count	Lipid droplet	Lipid droplet cells 6.5 µM	ER stress rescue	WT yeast gro inh	WT yeast gro inh mutant strain	Dynein cargo inh	Dynein cargo inh cytoplasmic EGFP	Dynein cargo inh nuclear GR-EGFP	Dynein cargo inh cell count	XIAP antagonists
CCCCNCc1cc(OCC)c(OCC(N)=O)cc1Br	2.2	1046	1.6	1.3	8.5	i	-7	-0.02	956	-13	768	0.9%	-2	10	0.093	-0.16	-0.062	-0.32	-5.5%
O=[N+]([O-])c1ccccc1NC1CCN(Cc2ccccc2)CC1	0.4	1353	.	.	.	.	.	-0.32	922	14	637	.	.	.	-0.87	-0.18	-0.074	1.8	.
O=C(COC(=O)CNS(=O)(=O)c1ccc2ccccc2c1)Nc1ccc2c(c1)OCO2	-1.5	1073	5.5	1.6	1.2	i	8	0.13	1483	3	643	1.6%	4	-4	0.78	-0.016	0.61	-0.58	0.6%
COc1cc(OC)cc(C(=O)N[C@H](C(=O)Nc2nc3ccccc3[nH]2)C(C)C)c1	2.8	1524	6.1	51	36	i	42	.	.	?	.	-1.8%	-14	-7	0.37	-0.21	0.22	-0.53	8.6%
O=C(COC(=O)c1ccccc1Nc1ccccc1)Nc1ccccc1	-1.0	528	3.9	3.5	7.5	i	7	0	1280	-1	733	-2.3%	-18	-2	-0.32	-0.23	-0.11	0.6	-1.4%
CC(=O)c1cc(C#N)c(SCc2ccc(F)cc2)nc1C	-1.8	1219	1.4	1.5	7.8	i	-11	.	.	-23	746	-1.1%	3	-9	0.74	0.35	0.6	-2	-2.5%
COc1ccccc1C(=O)C1CCCN(C(=O)Nc2ccccc2F)C1 (stereo not drawn)	0.9	979	3.7	2.9	1.4	i	-21	-1.3	1411	-5	697	0.7%	1	6	0.089	-0.33	-0.17	0.65	-3.6%
COc1ccc(C(=O)NCCSCc2ccco2)cc1OC	-6.0	923	1.9	1.6	4.4	i	-1	-0.83	1200	.	.	0.5%	0	3	0.58	-0.22	-0.012	-0.037	-0.5%
Cc1nc2nc(CSc3ccc(Cl)cc3)cc(=O)n2[nH]1	-1.8	1075	3.8	2.3	6.6	i	7	0.24	2020	-11	691	-0.9%	-7	8	0.68	-0.1	0.29	-1.1	-0.8%

The listing (from the top)
SMILES	bCat nuc transl	bCat nuc transl cell count 5 µM	MT stabilizer	MT stabilizer Hoechst-high %	MT stabilizer cytotoxicity %	Autophagy mod	Autophagy mod cell loss 18 h	Insulin prom up	Insulin prom up cell count	Lipid droplet	Lipid droplet cells 6.5 µM	ER stress rescue	WT yeast gro inh	WT yeast gro inh mutant strain	Dynein cargo inh	Dynein cargo inh cytoplasmic EGFP	Dynein cargo inh nuclear GR-EGFP	Dynein cargo inh cell count	XIAP antagonists
CCCCNCc1cc(OCC)c(OCC(N)=O)cc1Br	2.2	1046	1.6	1.3	8.5	i	-7	-0.02	956	-13	768	0.9%	-2	10	0.093	-0.16	-0.062	-0.32	-5.5%
O=[N+]([O-])c1ccccc1NC1CCN(Cc2ccccc2)CC1	0.4	1353	.	.	.	.	.	-0.32	922	14	637	.	.	.	-0.87	-0.18	-0.074	1.8	.
O=C(COC(=O)CNS(=O)(=O)c1ccc2ccccc2c1)Nc1ccc2c(c1)OCO2	-1.5	1073	5.5	1.6	1.2	i	8	0.13	1483	3	643	1.6%	4	-4	0.78	-0.016	0.61	-0.58	0.6%
COc1cc(OC)cc(C(=O)N[C@H](C(=O)Nc2nc3ccccc3[nH]2)C(C)C)c1	2.8	1524	6.1	51	36	i	42	.	.	?	.	-1.8%	-14	-7	0.37	-0.21	0.22	-0.53	8.6%
O=C(COC(=O)c1ccccc1Nc1ccccc1)Nc1ccccc1	-1.0	528	3.9	3.5	7.5	i	7	0	1280	-1	733	-2.3%	-18	-2	-0.32	-0.23	-0.11	0.6	-1.4%
CC(=O)c1cc(C#N)c(SCc2ccc(F)cc2)nc1C	-1.8	1219	1.4	1.5	7.8	i	-11	.	.	-23	746	-1.1%	3	-9	0.74	0.35	0.6	-2	-2.5%
COc1ccccc1C(=O)C1CCCN(C(=O)Nc2ccccc2F)C1 (stereo not drawn)	0.9	979	3.7	2.9	1.4	i	-21	-1.3	1411	-5	697	0.7%	1	6	0.089	-0.33	-0.17	0.65	-3.6%
COc1ccc(C(=O)NCCSCc2ccco2)cc1OC	-6.0	923	1.9	1.6	4.4	i	-1	-0.83	1200	.	.	0.5%	0	3	0.58	-0.22	-0.012	-0.037	-0.5%
Cc1nc2nc(CSc3ccc(Cl)cc3)cc(=O)n2[nH]1	-1.8	1075	3.8	2.3	6.6	i	7	0.24	2020	-11	691	-0.9%	-7	8	0.68	-0.1	0.29	-1.1	-0.8%
CNC(=O)c1ccsc1NC(=O)c1ccc2c(c1)CCCC2	0.8	519	3.0	2.7	8.6	i	-19	-2.2	1274	-2	728	0.1%	72*	58*	-0.2	-0.13	0.78	0.41	-9.4%
O=C(NCc1cccc(CNC(=O)C(=O)NCC2CCCO2)c1)C(=O)NCC1CCCO1 (stereo not drawn)	0.8	970	4.6	1.5	6.9	i	16	-0.5	1498	-3	693	-0.2%	-10	-10	-0.043	-0.14	0.36	-0.85	-8.3%
Cc1c(NC(=O)c2cc3ccccc3o2)c(=O)n(-c2ccccc2)n1C	-0.3	864	2.1	1.5	5.6	i	6	0.38	1384	.	.	-0.7%	9	4	0.99	-0.18	1.4	-0.31	-3.3%
Cc1ccc(OCc2nnc(SCC(=O)Nc3ccc4c(c3)OCCO4)n2Cc2ccco2)cc1	-4.7	995	3.7	2.0	2.4	i	-5	-0.19	1204	.	.	-0.3%	5	25	0.018	-0.21	0.48	-0.45	-0.4%
CCc1c(C)[nH]n(-c2ccc(Oc3ccccc3)c(S(=O)(=O)O)c2)c1=O	.	.	2.0	1.7	7.0	i	-3	0.64	1130	.	.	-0.8%	-25	7	-0.071	-0.2	-0.073	0.57	-2.0%
O=C(O)CNC(=S)N(Cc1ccccc1Cl)C1CCCC1	0.7	1099	2.8	1.7	0.2	i	-3	0.14	1339	5	729	-4.7%	0	8	-0.66	-0.27	-0.21	0.53	-0.1%
COc1ccc(-n2c(=O)[nH]cc(C(=O)N3CCc4ccccc43)c2=O)cc1	5.3	969	3.5	2.5	6.8	i	0	.	.	-5	703	-1.3%	20	-6	-0.49	-0.21	0.034	0.37	2.4%
CC(SCc1ccccc1)C(=O)NN=C1CCN(C)CC1 (stereo not drawn)	-1.0	1057	4.4	1.2	3.4	i	18	0.29	1799	-6	615	-1.8%	16	2	0.48	-0.21	-0.1	0.53	-0.4%
COC(=O)CSc1nnc(C)n1-c1cccc(C#N)c1	-3.7	1247	1.7	1.5	10	i	1	0.36	1352	.	.	-0.9%	-5	-11	-0.54	-0.2	-0.41	0.79	-13%
Cc1ccc(C(=O)Oc2oc(-c3ccco3)nc2C=Nc2ccccc2)cc1	.	.	2.5	1.0	6.3	i	-3	-0.41	1449	.	.	-1.5%	1	2	-1.3	-0.17	-0.52	0.28	1.1%
CCOC(=O)COc1cc(N2C(=O)CSCC2=O)c(Cl)cc1Cl	.	.	2.4	1.4	8.7	i	-31	.	.	.	.	-1.6%	.	.	0.16	-0.18	0.37	0.79	-4.2%
Cc1cc[n+](CCC(=O)O)c2ccccc12	-12	1111	1.3	1.6	7.0	i	10	.	.	9	752	-3.2%	1	-51	1.4	-0.13	0.55	-0.47	-1.0%
COC(=O)c1ccc(/C=N/NC(=O)c2ccccc2Cl)cc1	-1.9	1129	2.5	3.5	5.2	i	0	.	.	23	678	-3.0%	-7	-7	0.35	-0.31	-0.12	-0.034	-9.0%
CCCC(O)(CCN(C)C)c1ccc(OC)cc1 (stereo not drawn)	-9.9	1128	1.5	1.8	6.9	i	35	.	.	-4	807	2.8%	-7	-6	1.4	-0.21	1.3	-0.22	-7.2%
CCNc1ccc(S(=O)(=O)N(C)C)cc1NCC(=O)Nc1ccccc1F	0.3	554	2.8	3.2	2.4	i	-5	-0.24	1297	-6	640	0.3%	5	2	-0.49	-0.3	-0.24	0.079	-1.2%
CN1CCCC(OC(=O)COc2ccccc2)C1 (stereo not drawn)	-2.9	991	3.7	1.6	3.6	i	-43	0.23	1514	.	.	-0.6%	-4	-32	2	-0.37	1.5	-0.94	-2.3%
